Assay outcomes from PubChem.
Tat transport: E. coli Tat export inhibitors, primary screen, MC4100, TorA-mCherry reporter, fluorescence, single point. inhibition, % at 10 µM. AID 488895, 2010. 0.036% of 340,000 active;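 active = mean replicate inhibition at least 50% and at least half of replicates individually reaching 50%; inconclusive = only one of the two criteria met; inactive = neither criterion met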;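 note: exported cargo escapes ClpAP degradation while cytoplasmic cargo is degraded and loses fluorescence; 0% = median of neutral control wells and 100% = median of NaSCN control wells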
PfHsp90 set2: growth inhibition of PfHsp90-expressing yeast, primary screen, antimalarial PfHsp90 inhibitor project, S. cerevisiae, BacTiter-Glo luminescence, single point, set 2. BacTiter-Glo ATP, 48 h; yeast lacking PDR1 and PDR3 efflux regulators. inhibition, % at 9.4 µM. 0.32% of 310,000 active;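 active = every replicate shows inhibition above about 80%, whatever the replicate mean, limit read from the data; inconclusive = mean inhibition reaches the set limit but some replicate falls short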;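 note: 0% = DMSO neutral controls and 100% = 20 µM radicicol positive controls; yeast relying on Plasmodium falciparum Hsp90 in place of its own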
MOR-DOR ag: agonists of OPRM1-OPRD1 heterodimerization, primary screen, cell-based, luminescence; Mu-type opioid receptor (Homo sapiens) + Delta-type opioid receptor (Homo sapiens), …; cells; activation, % at 9.3 µM; 0.3% of 340,000 active; in the data active = activation above about 18%;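 note: 0% = vehicle-treated cells and 100% = reference agonist; values of inactives mirror those of a sister screen read the other way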
Target sequence (P35372 whole entry, looked up): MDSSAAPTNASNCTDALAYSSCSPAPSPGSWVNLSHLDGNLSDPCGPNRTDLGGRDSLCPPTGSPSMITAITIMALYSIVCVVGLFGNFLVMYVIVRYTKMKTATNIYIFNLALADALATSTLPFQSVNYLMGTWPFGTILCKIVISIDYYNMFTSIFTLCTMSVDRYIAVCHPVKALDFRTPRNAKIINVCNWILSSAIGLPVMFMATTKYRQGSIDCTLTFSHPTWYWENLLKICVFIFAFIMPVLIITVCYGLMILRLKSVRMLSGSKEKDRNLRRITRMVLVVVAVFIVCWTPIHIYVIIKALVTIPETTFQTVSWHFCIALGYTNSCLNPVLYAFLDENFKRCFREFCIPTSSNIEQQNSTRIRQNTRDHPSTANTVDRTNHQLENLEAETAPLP
Target sequence (P41143 whole entry, looked up): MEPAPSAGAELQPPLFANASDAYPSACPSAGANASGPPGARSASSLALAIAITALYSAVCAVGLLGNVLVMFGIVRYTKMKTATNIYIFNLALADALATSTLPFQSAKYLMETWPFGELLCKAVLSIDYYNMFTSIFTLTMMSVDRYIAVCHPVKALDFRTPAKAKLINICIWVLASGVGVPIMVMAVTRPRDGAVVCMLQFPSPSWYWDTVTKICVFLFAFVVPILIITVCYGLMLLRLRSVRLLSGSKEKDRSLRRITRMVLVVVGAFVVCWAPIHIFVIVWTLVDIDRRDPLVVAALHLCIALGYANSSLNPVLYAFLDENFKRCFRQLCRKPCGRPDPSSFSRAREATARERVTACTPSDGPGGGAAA
AddAB inh: growth inhibition of E. coli expressing H. pylori AddAB, primary screen, AddAB inhibitor project, absorbance. inhibition, % at 11.9 µM. 0.29% of 330,000 active; in the data active = inhibition above about 12%;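 note: 0% = vehicle wells of infected cells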
Mot1-301 SUMO: yeast Mot1-301 growth rescue at high temperature, primary screen, SUMOylation pathway inhibitor project, S. cerevisiae, ATP luminescence, 38.5C; S. cerevisiae Mot1-301 growth rescue; percent above DMSO median, 100 means doubled; growth rescue, % at 18.8 µM; 1% of 320,000 active;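 active = every valid replicate shows activation above 250% relative to neutral control wells; inactive = the rest, any valid replicate at or below 250%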;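 note: OY570 slx delta 5 strain wells were the positive control but not used for scaling; some compounds called inactive have numbers as strong as hits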
PKA-R2B act: activators of PKA-R2B holoenzyme, primary screen, biochemical, fluorescence polarization, Cy5-IP20, human | PKA-R2B holoenzyme dissociation; R2B truncated from residue 108, S112A mutant; 0% DMSO only, 100% 113 µM cGMP | activation, % at 11.4 µM | 0.079% of 340,000 active | AID 504700, 2011;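 active = activation above a cutoff set at the mean over all compounds plus 3 SD, cut at about 18% in these data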;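 note: higher means more holoenzyme dissociation and a rise in polarization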
PKA-R1A activ: activators of PKA-R1A holoenzyme, primary screen, biochemical, fluorescence polarization, Cy5-IP20, bovine R1A, mouse PKAc; PKA-R1A dissociation; scaled: DMSO 0%, 113 µM cGMP 100%; activation, % at 11.4 µM; 0.083% of 340,000 active; AID 504707, 2011;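 active = percent activation above the mean of all tested compounds plus 3 SD, cut at about 19% in these data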;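 note: higher means more PKAc released from R1A so a rise in polarization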
E coli growth: E. coli V3065 growth inhibition, primary screen, counter-screen for AddAB inhibitor project, absorbance, OD600 | 18 h | inhibition, % at 11.9 µM | 0.27% of 330,000 active;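 active = inhibition above the campaign's mean inhibition across all tested compounds plus 3 SD, cut at about 9.9% in these data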;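 note: uninfected addAB+ strain grown without phage in ampicillin broth; 0% = DMSO wells and 100% = ciprofloxacin 0.95 µg/ml wells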
MOR-DOR inv ag: inverse agonists of MOR-DOR heterodimerization, primary screen, cell-based, luminescence | Mu-type opioid receptor (Homo sapiens) + Delta-type opioid receptor (Homo sapiens), … | cell-based MOR-DOR heterodimer luminescence, inverse agonism | inhibition, % at 9.3 µM | 0.21% of 340,000 active | AID 504357, 2011; in the data active = inhibition above about 22%, passing the limit was not always enough;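 note: 0% = cells with DMSO and 100% = wells without cells with DMSO; values of inactives mirror those of a sister screen read the other way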
HTR5A inv ctr: HTR5A inverse agonists in luminescence cell assay, primary screen, counter-screen for OPRM1-OPRD1 heterodimer inverse agonist project, full-deck HTS. inhibition, % at 9.3 µM. 5-hydroxytryptamine receptor 5A (Homo sapiens), P47898. AID 504634, 2011. 0.083% of 340,000 active. HTR5A cell line, inverse agonism; in the data active = inhibition mostly above about 23%, no sharp cut-off; inactive = mostly below about 18%;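 note: 0% = cells with DMSO and 100% = no-cell wells with DMSO; some compounds called inactive have numbers as strong as hits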
phage Ecoli inh: growth loss of phage-infected E. coli, primary screen, RecBCD inhibitor project, absorbance, with phage, HTS | 0.26% of 360,000 active | inhibition, % at 11.9 µM; in the data active = inhibition above about 11%
The depositor's hits bear a star; ? = inconclusive; . = no result given; + = active, no number; & = joins results of further samples. Not a hit list. About 2.2% of those tested had a hit in this group.

SMILES	Tat transport	PfHsp90 set2	MOR-DOR ag	AddAB inh	Mot1-301 SUMO	PKA-R2B act	PKA-R1A activ	E coli growth	MOR-DOR inv ag	HTR5A inv ctr	phage Ecoli inh
Cc1c(C)n(C)c2ccc(C(=O)Nc3cccc4ccccc34)cc12	8	-19	-3.0	0.6	69	-20	-6	1.2	12	-7	2.6
CC(=O)C(/C=N/c1cc(-c2ccc(C)cc2)nn1-c1ccccc1)=C(\C)O	-3	-14	-1.6	2.1	170	6	-7	-0.4	8	11	3.0
N#CC(=C=[N-])c1nc2ccccc2nc1-[n+]1cccc(NC(=O)c2cccs2)c1	2	-43	-2.1	0.7	-20	-1	6	-2.1	11	-17	1.2
CC(C)CCN1C(=O)c2ccc(C(=O)Nc3c[nH]c(=O)[nH]c3=O)cc2C1=O	0	-17	-0.5	0.7	601	18	11	1.3	3	0	1.7
CCCn1c(SCC(=O)N(C)C2CCS(=O)(=O)C2)nc2sc3c(c2c1=O)CCC3 (stereo unspecified)	2	10	-2.2	-0.8	4	2	1	-4.1	11	2	2.1
COc1ccc(-n2c(=O)[nH]cc(C(=O)Nc3ccc4c(c3)OCO4)c2=O)cc1OC	-1	-3	-1.4	3.9	-7	1	-7	2.0	7	7	3.8
Cc1cc2nc(CCl)cc(=O)n2[nH]1	-6	-9	-0.4	2.5	+	-1	-5	0.5	2	5	3.0
CN(C)c1cccc(C(=O)Nc2cccc(F)c2)c1	-1	-1	1.0	0.6	-25	-8	1	0.6	-6	5	2.6
CCCCN=C1CC(C)(C)CC(=O)/C1=C(/O)CCCN1C(=O)c2ccccc2C1=O	-15	.	0.4	1.4	-16	-5	-14	1.4	-2	-1	0.6
O=C(CSc1nc2ccccc2[nH]1)NCCCn1ccnc1	-4	-8	3.7	5.3	-5	8	13	3.1	-20	-63	1.4
COc1ccc(-c2nnn(CC(=O)OC3CCCCC3)n2)cc1OC	3	3	-1.4	2.8	-21	2	2	-0.4	8	-9	2.6
COc1ccccc1NC(=O)CSc1nc(N)c(C#N)cc1C#N	2	0	.	-0.8	-4	.	.	-0.9	.	.	4.4
CCOc1ccc(CCN2C(=O)C(=O)N([C@@H](CC(C)C)CN3CCC[C@@H]3CN3C(=O)C(=O)NC[C@@H]3Cc3ccccc3)C[C@@H]2CC(C)C)cc1	11	1	0.1	.	.	0	-3	.	0	-1	1.2
CCc1cc2c(=O)n(C(C)C(=O)OC3CCCCC3)cnc2s1 (stereo unspecified)	?	-3	0.9	3.2	1	9	1	0.5	-4	-7	1.8
c1ccc(Cc2nnc3n2CCCCC3)cc1	2	-15	-2.2	1.9	-15	-8	-4	0.3	12	-22	1.7
CC(C)n1c(N2CCN(C(=O)N3CCCCC3)CC2)nc2ccccc21	2	-14	-0.2	-0.9	-11	-11	-5	-0.8	1	-10	0.5
Brc1csc2ncccc12	-1	4	-1.7	2.6	20	3	-6	2.0	9	5	0.7
CC(C)c1[nH]nc2c1C(c1cccnc1)C(C#N)=C(N)O2 (stereo unspecified)	-1	9	-1.1	0.9	-4	2	1	-0.2	6	-6	0.1
Cc1ccccc1C(=O)N1CCN(c2ccc([N+](=O)[O-])c(NCc3ccco3)c2)CC1	1	-44	-0.5	0.6	209	-3	1	0.5	3	-20	-2.3
CCn1cc(-c2ccnc3cc(C(=O)O)nn23)c(C)n1	1	-6	-1.4	2.1	-2	7	4	-0.9	7	4	2.1
CCC1Oc2ccccc2N(CC(=O)NCCc2ccc(OC)c(OC)c2)C1=O (stereo unspecified)	-1	-41	-0.1	2.6	-4	-1	9	-1.4	1	-8	1.7
CCOC(=O)CCCNc1ccc([N+](=O)[O-])cc1[N+](=O)[O-]	9	12	0.1	3.2	28	4	-9	-2.2	-1	14	0.6
O=C(Nc1cccc(Cl)c1)N1CCN(Cc2ccccc2)CC1	-9	-21	-0.8	2.0	58	11	-1	-1.1	4	-5	4.0
COc1cc(CN2CCNC(=O)C2CC(=O)N2CCCCO2)cc(OC)c1 (stereo unspecified)	8	3	2.3	0.5	-1	-2	-6	-0.9	-17	4	3.1
Cc1nccn1CC(O)COC1CCCCC1 (stereo unspecified)	2	-7	-0.1	-0.9	99	-2	2	2.3	1	-6	-0.2
CC(=O)c1cc2c(cc1NS(=O)(=O)c1ccc3c(c1)OCCO3)OCO2	7	-1	1.3	0.4	-3	-10	-5	0.0	-8	-22	0.6
COc1cc(OC)cc(C(=O)NCc2cccnc2)c1	-3	-22	-3.0	3.2	-14	8	3	-2.2	13	-15	3.7
CC(C)CCN1CCN(Cc2ccc(C#CC(C)(C)O)s2)CC1CCO (stereo unspecified)	-4	-2	1.1	1.5	4	-4	-10	1.5	-5	7	1.1
Cc1onc(-c2ccccc2Cl)c1C(=O)N1CCC(Cc2ccccc2)CC1	11	4	-0.9	4.4	229	-15	-7	-2.8	5	5	-4.1
N#C/C(=C(\O)Cc1ccccc1)c1nc2ccccc2[nH]1	3	16	-2.5	1.7	-9	2	9	-1.3	11	-7	2.4
Cc1ccc(S(=O)(=O)NCc2ccncc2)cc1	-9	29	0.9	3.6	-8	2	-11	-0.2	-5	13	1.8
CC(C)n1c(-c2ccco2)csc1=Nc1cccnc1	7	16	0.2	1.6	-2	-6	-6	0.1	-1	-15	3.8
O=C(NCC1CCCO1)C1CCN(S(=O)(=O)c2cc(Cl)ccc2Cl)CC1 (stereo unspecified)	12	-21	-2.7	2.1	222	-8	13	-0.3	14	-13	0.5
CCCNC(=O)c1ccc2c(c1)S(=O)(=O)c1ccccc1C2=O	19	-15	0.3	1.7	-15	-1	0	2.3	-2	5	-0.6
O=C(NNC(=O)C1C2CCC(C2)C1C(=O)O)c1cccc(Cl)c1 (stereo unspecified)	-3	13	-2.5	1.5	17	-2	1	-0.8	12	-9	3.1
CC1CN(C(=O)COc2ncnc3ccccc23)CC(C)O1 (stereo unspecified)	-3	18	-1.7	0.9	.	5	3	2.3	10	-8	2.4
Cc1ccc(C(=O)c2coc3ccc(O)c(Cl)c23)cc1	5	.	6.4	1.8	11	-3	-1	-0.3	-37	-25	0.8
COC(=O)c1ccc(NC(=O)c2ccc3c(c2)C(=O)N(Cc2cccnc2)C3=O)cc1	14	6	-2.5	3.2	-20	-6	3	-0.4	14	4	-1.0
COc1cccc(-c2nc(-c3ccc(NC(=O)c4ccncc4)cc3)no2)c1	-5	0	0.6	1.4	-16	-10	-2	2.8	-2	1	1.1
COc1cc(-c2nnc3sc(-c4ccncc4)nn23)cc(OC)c1OC	1	1	-1.7	-1.4	139	-1	-5	0.6	9	-9	0.3
Cc1ccccc1NC(=S)Nn1cnnc1	-5	8	-1.8	3.2	-22	-12	10	0.5	12	-26	1.0
O=C(Nc1scc(-c2ccccc2)c1C(=O)O)c1ccccc1Cl	-11	34	-2.4	1.7	3	-5	-3	0.1	12	-2	0.2
Cc1ccc(C(=O)Nc2c(C)n(C)n(-c3ccccc3)c2=O)cc1S(=O)(=O)N1CCCCC1	-1	29	-2.2	0.5	15	-4	-5	0.9	9	-36	1.8
Cc1c(C=O)n(C)n(-c2ccccc2)c1=O	-2	-6	2.5	2.1	2	-1	-2	-0.6	-17	4	-3.4
COc1cc(C(=O)NCCC(=O)NC2CCC(C)CC2)cc(OC)c1OC (stereo unspecified)	-4	-11	-2.9	-0.5	5	-5	12	-0.5	14	6	0.3
CCCC(C)C(=O)Nc1ccc(NC(C)=O)cc1 (stereo unspecified)	13	-20	-1.9	4.5	4	-5	-5	2.4	8	4	1.1
CCCCCCCCCC(=O)OCC(O)CO (stereo unspecified)	-6	-5	0.9	-4.4	51&-29	1	-2	0.3	-5	-1	3.0
Cc1ccccc1NC(=O)CCCSc1nc2ccccc2s1	5	-18	3.7	2.6	-1	-5	-5	1.6	-18	25	0.3
CCn1c(N)c(C(=O)NC2CCCCC2)sc1=S	2	.	2.9	1.7	2	2	-11	0.7	-16	-23	0.4
Cc1nc([N+](=O)[O-])cn1CC(O)c1ccc(-c2ccccc2)cc1 (stereo unspecified)	4	5	.	-5.4	0	.	.	-1.9	.	.	3.0
O=C(N/N=C/c1ccc[nH]1)c1c[nH]c2ccccc12	1	13	1.7	.	.	3	12	.	-9	-41	1.7
COc1ccc(-n2c(CN3CCN(c4ccc(F)cc4)CC3)nc3ccc([N+](=O)[O-])cc3c2=O)c(OC)c1	2	16	-2.3	-0.4	319	1	4	-4.7	12	-12	2.7
Cc1ccc(C)n1-c1ncc(Br)cn1	2	-11	-0.6	3.1	-3	-7	0	0.7	3	14	3.0
Cc1nnc(NC(=O)c2ccco2)s1	-8	1	0.9	-0.2	9	9	-8	-2.0	-5	-24	2.4
COc1cccc(NC(=O)CCc2c(C)nn(-c3ccc(N4CCOCC4)nn3)c2C)c1	5	-12	-2.2	1.9	-13	0	-1	-2.5	12	12	2.0
O=C(CSc1n[nH]c(=O)[nH]c1=O)NCC1CCCCC1	-1	6	-2.3	-1.0	258	-5	-3	0.8	12	-9	1.3
Clc1ccccc1C1CC(c2ccccc2)=Nc2ccccc2N1 (stereo unspecified)	-2	-13	6.7	0.0	-12	-3	-3	0.0	-33	5	2.8
CCOC(=O)COc1ccccc1/C=N\NC(=O)c1cc2c(ccc3ccccc32)o1	1	4	4.5	.	35	-6	-12	.	-18	9	-0.6
CCC1([N+](=O)[O-])COC(c2ccc(C)cc2)OC1 (stereo unspecified)	-5	.	-3.2	.	.	-26	-3	.	17	-11	1.3
CCOc1cc2c(cc1OCC)CN(CC(=O)Nc1ccccc1C(=O)NC1CC1)CC2	-2	7	-2.8	-0.3	9	-2	-15	0.9	10	5	2.6
CN(C)Cc1cc(C(F)(F)F)ccc1C(O)(c1ccccc1)c1ccccc1	9	-16	-0.2	.	.	-5	-10	.	1	-12	3.3

Among those listed so far, these contain bromine.
SMILES	Tat transport	PfHsp90 set2	MOR-DOR ag	AddAB inh	Mot1-301 SUMO	PKA-R2B act	PKA-R1A activ	E coli growth	MOR-DOR inv ag	HTR5A inv ctr	phage Ecoli inh
Brc1csc2ncccc12	-1	4	-1.7	2.6	20	3	-6	2.0	9	5	0.7
Cc1ccc(C)n1-c1ncc(Br)cn1	2	-11	-0.6	3.1	-3	-7	0	0.7	3	14	3.0
